KOR beta-arrestin-1: KOR antagonists, beta-arrestin recruitment, cell-based, luminescence, uHTS (AID 1778); inhibition, % at 10 µM; hits with a dose series show IC50 in µM; KOR beta-arrestin recruitment, luminescence, antagonist mode; higher % means a stronger effect; 290,000 tested, 0.091% active; note: strong numbers were not always called active
Dengue-2 NS5 capping: flavivirus cap methylation enzyme inhibition – biochemical, confirmation dose response, primary screen (AID 588689). Dengue-2 NS5 methyltransferase capping enzyme assay, biochemical; higher % means a stronger effect. inhibition, % at 25 µM, or IC50 in µM where a hit was titrated. 340,000 tested, 0.3% active; in the data active = a potency from the dose series; inconclusive = inhibition above about 29% without an active follow-up result
AID2073: inhibitors of Mint1-CaV2.2 protein interaction, biochemical, HTRF (AID 2073). HTRF protein-protein interaction, Mint1-CaV2.2; higher % means a stronger effect. inhibition, % at 20 µM, or IC50 in µM where a hit was titrated. 290,000 tested, 0.19% active; in the data active = inhibition mostly above about 51%, no sharp cut-off; inconclusive = no clear call, values can overlap the other calls; inactive = mostly below about 53%; note: some results filed as inactive read as strong as hits
NOD1 inhibition: NOD1 signaling inhibitors, primary screen, cell-based, luminescence, uHTS (AID 1578); one-dose inhibition, % at 4 µM; EC50 in µM for titrated hits; 290,000 tested, 1% active; NOD1-driven NF-kB luciferase reporter cells, luminescence; higher % means a stronger effect; in the data active = inhibition mostly above about 36%, no sharp cut-off; inactive = mostly below about 34%;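 note: HEK-293T reporter cells stimulated with the NOD1 agonist gamma-tri-DAP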
HEK293 NOD2/NF-kB: inhibition of NOD2-driven NF-kB reporter – cell-based, luminescence, uHTS, HEK293 (AID 1566); HEK293 NOD2/NF-kB luciferase reporter, luminescence; higher % means a stronger effect; one-dose inhibition, % at 4 µM; EC50 in µM for titrated hits; 290,000 tested, 0.63% active; note: many of its hits are not listed in these tables
West Nile virus CPE: West Nile virus antiviral activity, cell-based, CPE readout (AID 1621); West Nile virus-infected cells, CPE inhibition; higher % means a stronger effect; CPE inhibition, % at 10 µM; hits with a dose series show IC50 in µM; 290,000 tested, 0.02% active; in the data active = a potency from the dose series; inconclusive = CPE inhibition mostly from about 3.7% at the one dose, without a potency; inactive = the rest, 99 in 100 with CPE inhibition below about 2.2%; note: strong numbers were not always called active
HIV fusion peptide: inhibitors of HIV fusion peptide binding, primary screen, biochemical, uHTS, fluorescence dequenching (AID 1986); cell-free peptide binding, fluorescence dequenching, 30 min; higher % means a stronger effect; one-dose inhibition, % at 20 µM; IC50 in µM for titrated hits; 290,000 tested, 0.3% active; in the data active = inhibition mostly above about 52%, no sharp cut-off; inactive = mostly below about 76%; note: some results filed as inactive read as strong as hits
KOR beta-arrestin-2: KOR agonists, beta-arrestin recruitment, primary screen, cell-based, luminescence, uHTS (AID 1777). KOR beta-arrestin recruitment, luminescence; higher % means a stronger effect. one-dose activation, % at 10 µM; EC50 in µM for titrated hits. 280,000 tested, 0.02% active; in the data active = activation above about 50%, passing the limit was not always enough; note: a part of the inactive calls stands beside numbers as strong as those of hits
Yfh1-depleted yeast: enhancers of respiration in Yfh1-depleted yeast, dose response, Friedreich's ataxia, plus single-dose screen (AID 1465). S. cerevisiae Yfh1-off respiration, WST-1 reduction, 72 h; higher fold induction means a stronger effect. fold induction at 50 µM, or EC50 in µM where a hit was titrated. 220,000 tested, 0.074% active;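 active = fold induction of absorbance versus untreated yeast above a set limit, then at least 30% activation at any dose in follow-up; inconclusive = repeats straddling the limit, or above it without dose testing; inactive = fold induction below the set limit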;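 note: activators that raise dye reduction in frataxin-depleted yeast; strong numbers were not always called active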
Dengue-2 NS5 capping pilot replicate: also measured in Dengue-2 NS5 capping; calls as there; inhibition, %; measured here: pilot screen replicate inhibition
* hit, by the source's call; i = inactive; ? = inconclusive; . = not tested or not shown; [ ] = dose if it differs, or a comment. Cut-off read from the data, not from the text of the source, unless noted: active = inhibition above about 50%; inactive = the rest. A portion of the library; count on the stated rates, not on these rows.

SMILES	KOR beta-arrestin-1	Dengue-2 NS5 capping	AID2073	NOD1 inhibition	HEK293 NOD2/NF-kB	West Nile virus CPE	HIV fusion peptide	KOR beta-arrestin-2	Yfh1-depleted yeast	others
CCCCc1cc(=O)oc2cc(OCC(=O)N3CCC(C(N)=O)CC3)ccc12	-6%[20 µM]	-1%	9%	-13%	17%	-0.1%	1.0%	2.6%	.
Cc1ccccc1C(=O)Nc1ccc(O)cc1C(=O)O	-18%[20 µM]	-1%	-2%	-13%	15%	-0.1%	-0.1%	-0.5%	i
CCn1c2ccccc2c2cc(CN3CCN(S(=O)(=O)Cc4ccccc4)CC3)ccc21	-4%	0%	15%	37%	-12%	-0.5%	-2.9%	5.3%	i
Cc1ccc(-c2noc(C3CCCN(C(=O)c4cccc(F)c4)C3)n2)cc1 (configuration not stated)	46%	-7%	5%	33%	11%	-1.5%	-1.9%	0.0%	.
COc1ccc(C(=O)Nc2cc(C(=O)O)cc(C(=O)O)c2)cc1Cl	-43%[20 µM]	-10%	10%	-27%	-7%	-0.1%	3.4%	-0.3%	i
Cc1c(C(=O)NC2CCCc3ccccc32)cccc1[N+](=O)[O-] (configuration not stated)	-9%	-2%	4%	67%	-16%	-0.7%	-1.0%	4.1%	.
O=C(c1ccc(Br)s1)N1CCN(c2ccccn2)CC1	-4%	-3%	-4%	-41%	-7%	0.3%	-0.1%	-0.2%	.
O=C(CSc1nnc(-c2ccncc2)o1)NC1CCCCC1	-2%	-9%	0%	-18%	-2%	-0.9%	-1.4%	-7.0%	i
Cc1ccc(CN2C(=O)CCC2C(=O)NCCN(CC(C)C)CC(C)C)cc1 (configuration not stated)	-51%	-2%	-3%	-9%	1%	-0.1%	-0.5%	-2.1%	i
Cc1ccnc(NS(=O)(=O)c2ccc(C(C)(C)C)cc2)c1	22%[20 µM]	.	4%	-14%	0%	0.3%	0.0%	-3.6%	i
CCc1nnc(NS(=O)(=O)c2ccc(NC(=O)CCC(=O)OC)cc2)s1	26%	2%	4%	-25%	6%	-0.9%	-0.6%	-1.4%	.
Cc1ccccc1NC(=O)CCN1CCN(C/C=C/c2ccccc2)CC1	-16%	-1%	-1%	-5%	-31%	-1.1%	5.4%	-6.3%	i
Cc1cccc(OCCSc2nc3c([nH]2)c(=N)ncn3Cc2ccccc2)c1	-17%	-2%	12%	32%	14%	-0.2%	2.8%	4.5%	i
COc1cc(C2CC(=O)N3CN(Cc4ccccc4)CSC3=C2C#N)ccc1OCc1ccccc1 (configuration not stated)	32%	10%	83%	-48%	-2%	-0.2%	0.3%	-9.8%	i
O=C(OCn1nnc2ccccc2c1=O)c1ccc2ncsc2c1	9%	-2%	-14%	-3%	16%	0.8%	0.1%	-5.1%	i
Cc1ccc(S(=O)(=O)N2CCN(c3ccc([N+](=O)[O-])c4cccnc34)CC2)cc1	-24%	4%	12%	-27%	-12%	-1.2%	0.5%	-4.4%	i
Cc1cccc(N(C)c2cc(C)nc3nc(C)nn23)c1	31%	0%	-2%	-44%	0%	0.3%	0.9%	4.3%	i
CN(c1ccc(OCC(=O)OCC(=O)NCc2ccco2)cc1)S(=O)(=O)c1ccc2ccccc2c1	6%	-6%	26%	-19%	-2%	0.4%	0.1%	-3.3%	i
C=CCNC(=O)COc1ccccc1C#N	6%	-6%	25%	-11%	-1%	?	-2.0%	-2.3%	i
Cc1ccc(O)c(C2=NNC(c3ccc(Cl)cc3)C2)c1 (configuration not stated)	0%	-19%	23%	-13%	2%	-1.4%	3.9%	4.7%	i
CC1(C(=O)NCCN2CCOCC2)C=CCN1C(=O)c1ccccc1 (configuration not stated)	16%	-8%	2%	-44%	-22%	0.1%	4.0%	-2.2%	i
CC(C(=O)Nc1cccc(S(=O)(=O)N2CCOCC2)c1)N1CCN(c2ccc(F)cc2)CC1 (configuration not stated)	7%	-3%	-8%	-12%	5%	-1.2%	0.8%	-4.8%	i
CC(=O)Nc1ccc(C(=O)NCCN2CCOCC2)cc1	11%	1%	13%	-7%	-2%	0.3%	-0.8%	0.7%	.
CC(C)(C)NC(=O)N1CCN(c2ncccc2C(F)(F)F)CC1	-10%	-2%	5%	2%	13%	0.1%	0.3%	-1.6%	i
CC(C)(C)NC(=O)c1ccc(NC(=O)c2ccccc2-c2ccccc2C(=O)O)cc1	-21%[20 µM]	.	-5%	-9%	9%	-0.6%	0.8%	2.3%	.

Nine structures already listed, sorted by formula weight, rising.
SMILES	KOR beta-arrestin-1	Dengue-2 NS5 capping	AID2073	NOD1 inhibition	HEK293 NOD2/NF-kB	West Nile virus CPE	HIV fusion peptide	KOR beta-arrestin-2	Yfh1-depleted yeast	others
C=CCNC(=O)COc1ccccc1C#N	6%	-6%	25%	-11%	-1%	?	-2.0%	-2.3%	i
Cc1cccc(N(C)c2cc(C)nc3nc(C)nn23)c1	31%	0%	-2%	-44%	0%	0.3%	0.9%	4.3%	i
CC(=O)Nc1ccc(C(=O)NCCN2CCOCC2)cc1	11%	1%	13%	-7%	-2%	0.3%	-0.8%	0.7%	.
O=C(CSc1nnc(-c2ccncc2)o1)NC1CCCCC1	-2%	-9%	0%	-18%	-2%	-0.9%	-1.4%	-7.0%	i
COc1ccc(C(=O)Nc2cc(C(=O)O)cc(C(=O)O)c2)cc1Cl	-43%[20 µM]	-10%	10%	-27%	-7%	-0.1%	3.4%	-0.3%	i
Cc1ccc(-c2noc(C3CCCN(C(=O)c4cccc(F)c4)C3)n2)cc1 (configuration not stated)	46%	-7%	5%	33%	11%	-1.5%	-1.9%	0.0%	.
Cc1cccc(OCCSc2nc3c([nH]2)c(=N)ncn3Cc2ccccc2)c1	-17%	-2%	12%	32%	14%	-0.2%	2.8%	4.5%	i
CC(C)(C)NC(=O)c1ccc(NC(=O)c2ccccc2-c2ccccc2C(=O)O)cc1	-21%[20 µM]	.	-5%	-9%	9%	-0.6%	0.8%	2.3%	.
CCn1c2ccccc2c2cc(CN3CCN(S(=O)(=O)Cc4ccccc4)CC3)ccc21	-4%	0%	15%	37%	-12%	-0.5%	-2.9%	5.3%	i

More records:
SMILES	KOR beta-arrestin-1	Dengue-2 NS5 capping	AID2073	NOD1 inhibition	HEK293 NOD2/NF-kB	West Nile virus CPE	HIV fusion peptide	KOR beta-arrestin-2	Yfh1-depleted yeast	others
O=C(NC(=S)Nc1ccccc1)c1cc(-c2ccccc2)nc2ccccc12	-29%	-3%	0%	33%	20%	-0.4%	-0.2%	-1.5%	?
COc1ccc(-c2sc(Nc3ccccc3)n[n+]2-c2ccc(F)cc2)c(OC)c1OC	-17%[20 µM]	-7%	-8%	-3%	6%	-1.0%	-0.4%	-0.6%	.
N#CCSCC(=O)Nc1ccccc1	-34%	-1%	-3%	-4%	-4%	0.2%	-2.1%	-6.2%	i
CCOc1ccc(NC(=O)c2cc(SC)ccc2Cl)cc1	-28%	1%	0%	-1%	12%	-0.2%	3.2%	4.0%	i
COc1ccccc1C1CN(c2ccccc2)N=C1c1cccs1 (configuration not stated)	-14%	-7%	31%	0%	13%	-0.1%	-0.6%	-7.8%	i
CCc1ccc(CC2(O)CC(C)N(C)CC2C)cc1 (configuration not stated)	10%	-10%	-4%	-41%	0%	-0.2%	1.6%	3.7%	i
[O-][n+]1cccc2c(Br)cc(Br)c(O)c21	44%	36%	26%	86%*	-13%	-0.4%	6.0%	-3.9%	i
C/C(=N\OCC(=O)N/N=C/c1ccc(C)cc1O)c1cccs1	17%	-2%	22%	52%	16%	-0.6%	1.0%	0.0%	i
O=C(/C=N/NC(=O)c1ccc(Cl)cc1Cl)c1ccccc1	2%	-10%	-4%	8%	-19%	0.4%	-1.7%	-1.6%	i
O=C(CCCCCNC(=O)c1ccccc1)N/N=C/c1ccccc1	4%	8%	0%	15%	5%	-0.7%	-1.7%	2.8%	i
Cc1cc(=O)oc2cc(OCC(=O)NCc3ccco3)ccc12	6%	1%	6%	-20%	19%	0.2%	-0.8%	-2.5%	i
O=c1c2ccccc2nc2n1C1(CCCCC1)Cc1ccccc1-2	34%	-3%	1%	18%	26%	-0.3%	-2.6%	-8.8%	i
COC(=O)c1nc(NC(=O)c2ccccc2)n[nH]1	2%	-10%	-18%	1%	1%	0.4%	0.1%	-1.6%	i	Dengue-2 NS5 capping pilot replicate=-4.7
Cc1occc1C(=O)NC1CCCCCC1	5%	5%	0%	-13%	-8%	0.1%	0.3%	11%	i
CC(C)c1ccc(N(CC(=O)NCCSC(C)(C)C)S(C)(=O)=O)cc1	-67%	-8%	-1%	-1%	-18%	-0.9%	-1.0%	-0.6%	i
Cc1cc(C)c(NC(=O)Cn2c([N+](=O)[O-])cnc2C)c(C)c1	8%	-6%	-5%	-6%	-15%	-0.1%	0.0%	-4.2%	i
C/C(=N\NC(=O)C1CCCC1)c1ccc(Cl)c(Cl)c1	-7%	6%	12%	-40%	-5%	-0.3%	-0.8%	-4.3%	.
CCN1C(=O)c2ccc(C(=O)Nc3ccc(O)cc3C)cc2C1=O	-22%	4%	9%	-18%	1%	0.1%	-0.2%	6.4%	.
COc1ccc(-c2nc(NC(=O)c3cc(C(C)(C)C)nn3C)sc2C)cc1	-50%	-10%	7%	12%	24%	3.0%	3.2%	2.6%	i
COc1ccc(C(C)NC(=S)NC2CCCC2)cc1OC (configuration not stated)	12%	1%	-12%	-6%	0%	-0.9%	1.0%	-0.4%	i
CCCCC(Sc1nc(N)c(NC(=O)c2ccco2)c(=O)[nH]1)C(=O)O (configuration not stated)	-15%	2%	6%	-22%	1%	-0.4%	1.1%	13%	.
CCOC(=O)N1CCC(NC(=O)c2ccc3c(c2)sc2nc(-c4ccc(OC)cc4)cn23)CC1	2%	.	34%	-36%	4%	.	-0.1%	-1.2%	.
COc1ccc(CCNC(=O)CSc2ccc3nnc(CCNC(=O)c4ccccc4)n3n2)cc1OC	-23%	-1%	7%	-19%	14%	0.2%	0.9%	7.3%	.
O=C(CN1C(=O)NC2(CCc3ccccc32)C1=O)c1ccc2c(c1)OCCO2 (configuration not stated)	1%	-10%	-5%	-30%	-11%	0.3%	-0.5%	0.5%	i
CCC(C)NC(=O)C1CCN(S(=O)(=O)N2CCCC2)CC1 (configuration not stated)	-10%	3%	-8%	-15%	6%	0.5%	10%	-2.9%	i
CCC(=O)Nc1ccc(-c2nnc(-c3ccccc3)o2)cc1	25%	2%	20%	-95%	-206%	1.9%	-1.9%	-1.3%	i
COc1ccc(CCNC(=O)CNC(=O)c2ccco2)cc1	-37%	-3%	6%	-15%	7%	-0.6%	1.9%	-4.4%	.
COCCN(C(=O)COC(=O)c1ccc(C=O)cc1)c1c(N)n(Cc2ccccc2)c(=O)[nH]c1=O	10%	0%	39%	-39%	-5%	0.1%	-0.3%	-6.3%	.
COc1cc(OC)cc(-c2nc3nc(C)c(CCC(=O)NCC(OC)OC)c(C)n3n2)c1	38%	-5%	-7%	-16%	15%	-0.3%	-0.8%	-4.3%	i
O=C(Nc1ccc(Cl)cn1)c1cccc(OCc2ccccc2)c1	-6%	-5%	-6%	-6%	-35%	1.4%	0.6%	-2.2%	.

Source: PubChem (several laboratories)
